# ELG1 DNA repair = blocks ELG1-dependent DNA repair in HEK293T cells; HEK293T ELG1-luciferase reporter, luminescence, 16 h; DNA damage induced by 5-fluorouridine; Potency, µM (series often up to 46.1 µM), inactives show at the highest dose activity change, negative = inhibition, hits mostly inhibitors; 2.3% of 330,000 active; AID 504467; note: potency is the fitted concentration of half-maximal effect; % is set by controls: 0 for no effect and ±100 for the full control effect; nearly all actives have a fitted effect of over 55% in size
#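 Luminescence from the luciferase reporter, measured 30 min after ONE-Glo reagent at room temperature, was the read-out. Beforehand, 2,000 cells per well were exposed for 16 hr at 37 °C to 5-fluorouridine together with compound or vehicle.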
# TRPV1 ag = agonists of human vanilloid receptor 1 (TRPV1); Q8NER1; TRPV1-expressing cells, Fluo-8 calcium influx, agonist mode; activation, % at 8.33 µM; 0.19% of 320,000 active; in the data active = activation above about 80%; inconclusive = between about 30% and that limit; note: 0% is about no effect
#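 Cells expressing TRPV1 were dye-loaded with Fluo-8 and read kinetically: 10 s baseline, 3 min after compound (agonist portion), then 2 min after EC20 capsaicin (allosteric enhancer portion). Calcium-bound dye fluorescence at 480/520 nm.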
# BRCA1 expr up = BRCA1 expression activation | MCF7-BRCA1-FFLuc reporter, luminescence, 48 h; response scale: scaled: vehicle 0%, 10 µM genistein 100% | Potency, µM (highest dose often 46.1 µM), for the others: top-dose activation, actives largely listed as activators | 1.1% of 380,000 active; note: potency is the fitted concentration of half-maximal effect; nearly all actives have a fitted effect of over 80% in size; some results filed as inactive show a strong effect at the top dose
#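 Luminescence from a BRCA1-driven firefly luciferase in MCF7 cells was the read-out, taken 15 min after substrate addition following 48 h compound exposure at 37 °C. Data were normalized to a 10 microM genistein control and DMSO vehicle.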
# PTAP TSG101 blk = blocks PTAP/TSG101 interaction to inhibit HIV-1 budding; Fluorescence polarization, FITC-PTAP peptide / Tsg101 binding; Potency, µM (top dose mostly 115 µM), inactives show at the highest dose activity change, negative = inhibition, usual class: inhibitors; 340,000 tested, under 10 active; active = well fitted inhibition curve with a large enough effect in the main read-out, with a control signal flat, not every such curve was filed as active; inconclusive = small, poorly fitted or top-dose-only effect, or effect the other way, or a change in a side signal; inactive = no such curve, though single readings can be large or run the other way; note: potency is the fitted concentration of half-maximal effect; % of control where 0% means no effect
# Target sequence (Q99816 whole entry, looked up): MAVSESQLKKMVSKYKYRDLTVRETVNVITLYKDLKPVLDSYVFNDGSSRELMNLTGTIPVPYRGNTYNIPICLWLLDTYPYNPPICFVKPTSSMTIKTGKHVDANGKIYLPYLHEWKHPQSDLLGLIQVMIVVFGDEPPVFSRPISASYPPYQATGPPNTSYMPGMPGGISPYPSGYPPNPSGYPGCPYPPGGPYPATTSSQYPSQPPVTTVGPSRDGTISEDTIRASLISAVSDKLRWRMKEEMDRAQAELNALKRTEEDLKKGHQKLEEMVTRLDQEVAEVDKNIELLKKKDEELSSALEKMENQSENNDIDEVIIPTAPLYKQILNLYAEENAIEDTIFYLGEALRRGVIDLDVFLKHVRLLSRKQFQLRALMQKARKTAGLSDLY
#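 Fluorescence polarization binding of Tsg101 binding domain (10 uM final) to FITC-labeled PTAP peptide (50 nM final) in HEPES pH 7.5 buffer with NaCl, Tween 20, EDTA, TCEP. Compounds added before peptide; binding 20 min at RT.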
# p53 reactivator = re-activators of mutant p53; 0.063% of 320,000 active; Potency, µM (top dose mostly 92.2 µM), without a hit: at the highest dose activity change, positive = activation, hits mostly activators; H1299 p53-A138V BP100-luciferase reporter, luminescence, 24 h; note: potency is the fitted concentration of half-maximal effect; % of control where 0% means no effect; nearly all actives have a fitted effect of over 45% in size
#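 H1299 (p53-null), stable ts p53-A138V + BP100-Luc; 1000 cells/well, Opti-MEM/10% FBS; cpd 4 pt, 1:5; 24 h, 37 deg C, 5% CO2; detection reagent 10 min RT; luminescence.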
# A-T KAP1 phos = potential ataxia-telangiectasia treatment. […] A-T fibroblasts, KAP-1 phosphorylation AlphaLISA; neocarzinostatin DNA damage 30 min before lysis. Potency, µM (top dose mostly 57.5 µM), for the others: at the highest dose activation, actives largely listed as activators. 0.19% of 320,000 active. AID 485349; note: potency is the fitted concentration of half-maximal effect; % of control where 0% means no effect; nearly all actives have a fitted effect of over 45% in size
#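 ATM-like activity read as KAP-1 phosphorylation via AlphaLISA donor/acceptor antibody pairs after lysis and 6 hr at 25C. Cells were ATM-null patient fibroblasts ([…], hTERT), dosed 60 min, then exposed to the DSB inducer NCS for 30 min.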
# Integrin act MD = activates integrin-mediated alleviation for muscular dystrophy | alpha7betagal myoblasts, beta-gal FDG fluorescence, 48 h | Potency, µM (titrated, usually from 38.3 µM), without a hit: at the highest dose activation, usual class: activators | 0.064% of 350,000 active;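 note: potency is the fitted concentration of half-maximal effect; 100% = response of the positive control SU9516; nearly all actives have a fitted effect of over 60% in size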
#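 alpha7betagal+/- myoblasts (passage 13, 250/well) treated 48 h at 37C with compounds at 1:260 dilution of DMSO stock. Lysed, then beta-galactosidase activity read as FDG fluorescence (ex 480/em 540) after 30 min, with pre-read for autofluorescence.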
# TCR act = T cell receptor activation; primary human leukocytes, anti-CD3, IL-2 HTRF, 48 h; Potency, µM (highest dose often 9.22 µM), for inactives: at the highest dose activation of IL-2 secretion, actives largely listed as activators; 330,000 tested, under 10 active; note: % of control where 0% means no effect
#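 Compounds are tested in HTS on primary human leukocytes co-incubated with a-CD3 beads for 48 hr. IL-2 output is measured by time-resolved FRET.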
# MLL CXXC-DNA inh = MLL CXXC-DNA interaction inhibition; 0.037% of 290,000 active; AID 2662; Potency, µM (doses to about 115 µM), inactives show top-dose activity change, negative = inhibition, actives largely listed as inhibitors; Q03164; MLL-CXXC / FITC-HOXA9 DNA fluorescence polarization; active = well fitted inhibition curve with a large enough effect in the polarisation, with a control signal flat, not every such curve was filed as active; inconclusive = small, poorly fitted or top-dose-only effect, or effect the other way, or a change in a side signal; inactive = no such curve, though single readings can be large or run the other way; the % refers to the polarisation; note: potency is the fitted concentration of half-maximal effect
#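 Steps: dispense CXXC domain solution (7 uM) → pin compounds or unlabeled HOX-A9 DNA control → 5 min ambient → add FLSN-HOX-A9 solution (50 nM) → spin → 30 min ambient → fluorescence polarization. Tris pH 7.5/NaCl/DTT/BSA buffer.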
# B2AR arrestin = recruits beta-arrestin to the human beta2-adrenergic receptor | P07550 | beta-arrestin recruitment to beta2AR, cell-based reporter | Potency, µM (titrated, usually from 46.1 µM), for inactives: at the top dose activation, hits mostly activators | 0.02% of 330,000 active | AID 492947;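 note: potency is the fitted concentration of half-maximal effect; 0% = DMSO controls and full agonism = EC100 isoproterenol or metaproterenol; nearly all actives have a fitted effect of over 65% in size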
# Target sequence (P07550 whole entry, looked up): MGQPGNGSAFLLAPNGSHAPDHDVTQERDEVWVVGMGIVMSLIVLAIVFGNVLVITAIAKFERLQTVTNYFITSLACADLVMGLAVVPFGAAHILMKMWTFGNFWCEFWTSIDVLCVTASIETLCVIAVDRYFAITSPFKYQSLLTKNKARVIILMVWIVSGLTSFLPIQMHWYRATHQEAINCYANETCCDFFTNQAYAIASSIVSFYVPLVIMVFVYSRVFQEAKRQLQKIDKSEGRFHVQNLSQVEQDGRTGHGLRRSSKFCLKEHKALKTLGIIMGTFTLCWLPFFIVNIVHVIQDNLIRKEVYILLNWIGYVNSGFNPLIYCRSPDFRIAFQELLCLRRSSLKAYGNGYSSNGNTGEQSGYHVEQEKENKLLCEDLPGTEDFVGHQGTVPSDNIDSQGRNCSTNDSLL
# The depositor's hits bear a star; ? = inconclusive; / = no result given; [ ] = dose if it differs, or a comment. Unless noted, calls come from the whole dose curve; as a rule, active = well fitted curve in the direction sought with a large enough effect; inconclusive = small, poorly fitted or top-dose-only effect, or another doubt; inactive = no such curve, though single readings can be large; an effect the other way counts as inactive or inconclusive.
# Sequence of screens – ELG1 DNA repair | TRPV1 ag | BRCA1 expr up | PTAP TSG101 blk | p53 reactivator | A-T KAP1 phos | Integrin act MD | TCR act | MLL CXXC-DNA inh | B2AR arrestin
COc1ccc(F)c(CN2CCN(CCc3ccccc3)C(CCO)C2)c1 (stereo unspecified)
  ? | 8 | -12% | -1% | 2% | -3% | -15% | / | 1% | -0.1%
Cc1ccc(CNC(=O)CSc2nc3ccccc3c(=O)n2CC2CCCO2)cc1 (stereo unspecified)
  0% | / | -23% | 0% | -4% | 0% | 13% | / | / | -0.4%
CCN1C(=O)c2ccc(-c3nc4ccccc4c(=O)o3)cc2C1=O
  3% | -4 | 0% | 0% | 0% | 0% | 11% | 0% | 7% | 0.6%
CC(=O)N1c2ccccc2NC2=C(C(=O)CCC2)C1c1ccco1 (stereo unspecified)
  -6% | 0 | -29% | -2% | -4% | -2% | 0% | -14% | 5% | 0.2%
Cc1cccc(NC(=O)C2CCN(C(=O)c3ccco3)CC2)c1C
  7% | 1 | -9% | -7% | -2% | -4% | 4% | 1% | -7% | -0.3%
O=S(=O)(c1ccc(Cl)cc1)N1CCCC(c2nc(-c3ccc(F)cc3)no2)C1 (stereo unspecified)
  23% | -3 | 12% | 2% | -3% | 12% | 3% | -1% | / | -3.3%
CCOC(=O)c1[nH]c2ccc(OC)cc2c1NC(=O)CN1CCc2ccccc2C1
  16µM* | ? | -83%[inhibitor] | 0% | -8% | 10% | -18% | 2% | -1% | 0.3%
CC(Sc1ncn[nH]1)C(=O)Nc1ccc(Cl)cn1 (stereo unspecified)
  ? | 0 | -6% | 1% | -1% | -3% | 7% | 9% | / | -0.5%
N#Cc1ccccc1NC(=O)COC(=O)CSc1nc2ccccc2o1
  ? | -11 | -13% | -3% | 6% | / | -15% | -13% | 3% | -0.3%
CCOC(=O)c1ccc(N2C(=O)C3CC=C(C)CC3C2=O)cc1 (stereo unspecified)
  19% | 29 | 1% | -10% | 24% | 9% | -20% | -6% | -3% | -0.2%
CCCCOc1ccc(-c2nnn(CCC(=O)N3CCOCC3)n2)cc1
  ? | ? | 93% | -6% | 5% | 8% | -7% | -2% | 0% | 0.0%
FC(F)(F)c1ccc(/C=N/NC(=S)NC2CCCCC2)cc1
  -19% | 15 | -31% | -4% | 9% | -16% | 0% | / | -16% | 3.8%
O=C(c1ccco1)N1CCN(c2ccc(N3CCCCC3)nn2)CC1
  ? | -4 | 10µM* | -3% | ? | 0% | 7% | -3% | / | -0.5%
COC(=O)c1c(NC(=O)CCS(=O)(=O)c2ccccc2)sc2c1CCN(C)C2
  2% | 4 | -12% | 2% | -28% | -7% | -40% | 3% | 13% | 0.3%
Oc1cccnc1SCc1ccccc1
  / | 9 | 30% | 1% | ? | -7% | 25% | -8% | / | -0.1%
Cc1ccc(NC(=O)CNc2ccccc2N2CCCC2=O)cc1S(=O)(=O)N1CCOCC1
  13% | -3 | -7% | 1% | -6% | -1% | 0% | -5% | / | -0.4%
Cc1cc2occ(CC(=O)Nc3nccs3)c2cc1C(C)C
  8% | 11 | 0% | -3% | -3% | -4% | 6%[7.66 µM] | 7% | 25% | -0.4%
CCOCCCNC(=O)c1ccc(OC)c(OC2CCN(C(C)C)CC2)c1
  6% | -8 | 0% | -6% | 8% | -1% | -2% | 4% | -6% | -0.3%
CCOc1ccccc1C(=O)NCC(=O)N(C)Cc1cccnc1
  -1% | -3 | -5% | -1% | -1% | 5% | -21% | -3% | 1% | -1.1%
COc1ccc(C(c2sc3nc(C)nn3c2O)N2CCN(CCO)CC2)cc1OC (stereo unspecified)
  7% | -1 | -23% | 0% | -8% | -1% | 10% | 3% | 6% | -0.1%
O=C(Nc1sc2c(c1C(=O)c1ccccc1)CCCC2)c1cccnc1
  -28% | -1 | -24% | -2% | -6% | 1% | 11% | 1%[46.1 µM] | 4% | -0.5%
Cc1ccc(CCNS(=O)(=O)c2cnc[nH]2)cc1
  20% | -6 | -2% | -5% | -2% | -7% | 3% | -1% | 1% | -0.6%
CCN1C(=O)c2cccc3c(NC(=O)c4ccc5c(c4)OCCO5)ccc1c23
  ? | ? | -2% | ? | 3% | 2% | -19% | 25% | ? | -0.3%
CSCCC(NC(=O)c1cccc([N+](=O)[O-])c1)c1nc2ccccc2[nH]1 (stereo unspecified)
  -8% | 7 | 14% | -1% | -8% | 2% | -4% | 2%[46.1 µM] | 1% | 0.1%
COc1cc(NC(=S)N2CCN(Cc3ccccc3)CC2)cc(OC)c1
  0% | -1 | 0% | 0% | 7% | 1% | 4% | 7%[46.1 µM] | 0% | 0.1%
NC1=NC2(CCC(c3ccccc3)CC2)n2c(nc3ccccc32)N1 (stereo unspecified)
  ? | 3 | -69% | -11% | 3% | / | -34% | 7% | 4% | -0.8%
CCc1nc(NCCC(C)C)c2nnn(Cc3ccccc3)c2n1
  19% | 23 | -18% | -3% | -2% | -1% | -37% | -5% | -5% | 0.2%
CCOc1cc(C(=O)N2CCC(CC3CC(c4ccc(Cl)cc4)=NO3)(C(=O)NCC3CCCCC3)CC2)cc(OCC)c1OCC (stereo unspecified)
  ? | 4 | 0% | / | / | 2% | -17% | -4% | -3% | -0.3%
CCSc1n[nH]c2nc3c(c(=O)n12)C1(CCCCC1)Cc1ccccc1-3
  0% | 3 | 3% | -3% | 1% | -5% | 30% | -8% | -24% | -0.2%
Cc1cc(C(=O)N2CCN(c3ccc([N+](=O)[O-])cc3)CC2)c(C)o1
  -14% | 9 | -1% | 1% | 2% | -5% | -37%[inhibitor] | 3% | 1% | 0.0%
Cc1cccc2cc(C(c3nnnn3CC3CCCO3)N3CCCc4ccccc43)c(=O)[nH]c12 (stereo unspecified)
  -14% | 2 | -57% | -7% | 1% | 18% | 12% | -2% | 4% | 0.4%
Cc1[nH]c2ccccc2c1C(=O)CN1CC(C)CC(C)C1 (stereo unspecified)
  -11% | -1 | -2% | -1% | 0% | 14% | -26% | 3% | -11% | -0.4%
CCOc1ccc(NC(=O)c2ccco2)cc1S(=O)(=O)N1CCCC1
  27% | -2 | -1% | 1% | -3% | -1% | 3% | -7% | / | 0.3%
COC(=O)c1ccc(/C=N/NC(=S)NC(C)C)cc1
  ? | 4 | -1% | 0% | 0% | 20% | 11% | -12% | -14% | 0.0%
Cc1nn(CCCC(=O)NCCc2ccccc2)c(C)c1[N+](=O)[O-]
  3% | 2 | -21% | -4% | 3% | -2% | -2% | -5% | 2% | 0.0%
CC(C)Nc1nc(NC(C)C)nc(Nn2cnnc2)n1
  -1% | 2 | 1% | 6% | 2% | 8% | -1% | -6% | -2% | 0.1%
Cc1ccc(S[C@@H](CCN2CC[C@H](O)CCC2=O)c2ccccc2)cc1
  1% | ? | -10% | -2% | 11% | -24% | -1% | -5% | 17% | -0.6%
CCN1CCN(c2nc3c(c(=O)n(C)c(=O)n3C)n2Cc2cccc3ccccc23)CC1
  -19% | 1 | 9% | -4% | -19% | -6% | -13% | 0% | 1% | 0.0%
O=C(N/N=C/c1cccc(OC(=O)c2ccccc2Cl)c1)c1cccnc1
  ? | 18 | -6% | -2% | 26% | 2% | -17% | / | 102%[activator] | -0.9%
COc1ccc(C2C(C#N)=C(N)Oc3cc(O)ccc32)cc1Cl (stereo unspecified)
  -2% | 9 | -8% | -3% | / | -2% | 44% | 5% | 12% | -0.1%
CN(C)S(=O)(=O)c1cccc(C(=O)Nc2ccc(Cl)cn2)c1
  ? | 1 | 85% | -1% | ? | 4% | -2% | -7% | -11% | -1.1%
O=C(NN1C(=O)/C(=C/c2cccs2)SC1=S)c1ccccc1
  15% | 0 | -2% | -1% | ? | -1% | -2% | 2%[46.1 µM] | 4% | 2.6%
COc1ccccc1N1CCN(C(=O)CSc2nnc(NC(=O)C3CCC3)s2)CC1
  ? | -1 | 0% | -1% | -10% | 0% | 11% | 2% | 7% | -0.3%
Fc1cccc(NC(=S)NCCc2ccccc2)c1
  18% | ? | 69% | -10% | 29% | -2% | -52%[inhibitor] | 1%[46.1 µM] | 15% | 0.0%
COc1ccccc1N1CCN(C(CNS(=O)(=O)c2ccc(C)cc2)c2cccnc2)CC1 (stereo unspecified)
  -15% | 2 | -21% | -1% | 0% | -3% | 19% | -7% | -8% | -0.1%
C=CCNC(=O)CN(Cc1ccccc1)S(=O)(=O)c1ccc(C)cc1
  -2% | ? | 3% | -1% | -1% | 11% | 19% | 2% | -1% | 6.0%
CCOC(=O)C1CCCN(C(=O)/C=C/c2cccc([N+](=O)[O-])c2)C1 (stereo unspecified)
  1% | 1 | -2% | -5% | 11% | -4% | 29% | 2% | -10% | 0.1%
CC(=O)c1cccc(N(C(=O)CS(=O)CC(=O)Nc2ccc(F)cc2)C(C(=O)NC2CCCCC2)c2ccc(C)o2)c1 (stereo unspecified)
  0% | -5 | -15% | -3% | -7% | -7% | 21% | -1%[46.1 µM] | 2% | -0.7%
O=C1CN(S(=O)(=O)c2ccccc2)CCN1
  2% | / | 0% | 1% | 4% | 4% | 16% | 4% | / | -0.7%

# Compound activity as filed in PubChem BioAssay.
